MCF10A rerep: A quantitative high throughput screen for small molecules that induce DNA re-replication in MCF 10a normal breast cells; MCF 10A DNA re-replication, Hoechst nuclear intensity, 48 h; Potency, µM (doses to about 46.1 µM), without a hit: top-dose activity, positive = re-replication, hits mostly activators; hit rate 2.9% among 350,000; AID 624296, 2012; further: % of control where 0% means no effect; nearly all actives have a fitted effect of over 50% in size
Nrf2 ARE act: qHTS of Nrf2 Activators | AREc32 ARE-luciferase reporter (MCF7-derived line), luminescence, 24 h | Potency, µM (series often up to 46.1 µM), inactives show at the highest dose activation, usual class: activators | hit rate 0.31% among 410,000 | AID 624171, 2012; further: % of control where 0% means no effect; nearly all actives have a fitted effect of over 65% in size
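Luminescent ARE reporter assay in AREc32_Fluc cells: overnight plating at 37 deg C, 24 hr compound incubation, Steady-Glo added, 30 min RT before reading.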
TGFb SMAD3 inh: qHTS for Inhibitors of TGF-b; AID 588855, 2011; hit rate 1.2% among 410,000; Potency, µM (top dose mostly 46.1 µM), for inactives: at the top dose activity, negative = inhibition, actives largely listed as inhibitors; HepG2 CAGA-GFP TGF-b/SMAD3 reporter, GFP fluorescence, 18 h; TGF-beta stimulated, 500 pg/mL final; further: on the % scale 0 is the no-effect control and ±100 the full control effect; nearly all actives have a fitted effect of over 65% in size
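First, reporter cells (HEPG2 CAGA-GFP) rested 2 h at 37 degrees C. Next, compounds were pinned in and TGF-beta added to 500 pg/mL final. After 18 h, GFP was imaged per cell and summed per well.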
HepG2 tox: qHTS for Inhibitors of TGF-b: Cytotox Counterscreen | AID 588856, 2011 | HepG2 CAGA-GFP viability, ATP luminescence, 18 h | hit rate 0.76% among 410,000 | Potency, µM (doses to about 46.1 µM), without a hit: top-dose activity change, negative = cytotoxicity, most hits filed as cytotoxic; further: some results filed as inactive show a strong effect at the top dose
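HepG2 CAGA-GFP cells (1000/well, DMEM with 1% FBS) received compound, then TGF-beta at 500 pg/mL final, and were incubated 18 hours at 37 degrees C. Viability was read by CellTiter-Glo luminescence. Media-only wells were set as complete cell-killing and DMSO as no toxicity.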
ATXN2 expr inh: Primary qHTS for Inhibitors of ATXN expression. HEK-293 ATXN2-luciferase reporter, luminescence, 24 h. Potency, µM (series often up to 57 µM), without a hit: at the highest dose activity change, negative = inhibition, usual class: inhibitors. hit rate 0.72% among 360,000; further: on the % scale 0 is the no-effect control and ±100 the full control effect; nearly all actives have a fitted effect of over 55% in size
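qHTS (up to 57 uM final) was run with 24 h compound exposure of reporter cells at 37 °C. Each well was multiplexed: SteadyGlo luminescence measured ATXN2-luciferase expression after a fluorogenic Gly-Phe-AFC viability readout (25 uM final).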
S2 tox: Viability Counterscreen for Primary qHTS for Inhibitors of ATXN expression | S2 cells (HEK-293 line with an ATXN2-luciferase reporter) viability, CellTiter-Fluor protease fluorescence, 24 h | hit rate 0.49% among 400,000 | AID 651635, 2014 | Potency, µM (doses to about 56.7 µM), most hits filed as cytotoxic; further: nearly all actives have a fitted effect of over 40% in size
EPAC2 antag: qHTS for Antagonist of cAMP-regulated guanine nucleotide exchange factor 2 (EPAC2): primary screen | Rap guanine nucleotide exchange factor 4 (Homo sapiens), Q8WZA2 | EPAC2 GEF exchange of Rap1B-BODIPY-GDP, fluorescence | Potency, µM (titrated, usually from 114 µM), without a hit: at the highest dose activity, negative = inhibition, actives largely listed as inhibitors | hit rate 0.18% among 360,000 | AID 720708, 2013; further: on the % scale 0 is the no-effect control and ±100 the full control effect; nearly all actives have a fitted effect of over 45% in size; many of its hits are not listed in these tables
Target sequence (Q8WZA2 whole entry, looked up): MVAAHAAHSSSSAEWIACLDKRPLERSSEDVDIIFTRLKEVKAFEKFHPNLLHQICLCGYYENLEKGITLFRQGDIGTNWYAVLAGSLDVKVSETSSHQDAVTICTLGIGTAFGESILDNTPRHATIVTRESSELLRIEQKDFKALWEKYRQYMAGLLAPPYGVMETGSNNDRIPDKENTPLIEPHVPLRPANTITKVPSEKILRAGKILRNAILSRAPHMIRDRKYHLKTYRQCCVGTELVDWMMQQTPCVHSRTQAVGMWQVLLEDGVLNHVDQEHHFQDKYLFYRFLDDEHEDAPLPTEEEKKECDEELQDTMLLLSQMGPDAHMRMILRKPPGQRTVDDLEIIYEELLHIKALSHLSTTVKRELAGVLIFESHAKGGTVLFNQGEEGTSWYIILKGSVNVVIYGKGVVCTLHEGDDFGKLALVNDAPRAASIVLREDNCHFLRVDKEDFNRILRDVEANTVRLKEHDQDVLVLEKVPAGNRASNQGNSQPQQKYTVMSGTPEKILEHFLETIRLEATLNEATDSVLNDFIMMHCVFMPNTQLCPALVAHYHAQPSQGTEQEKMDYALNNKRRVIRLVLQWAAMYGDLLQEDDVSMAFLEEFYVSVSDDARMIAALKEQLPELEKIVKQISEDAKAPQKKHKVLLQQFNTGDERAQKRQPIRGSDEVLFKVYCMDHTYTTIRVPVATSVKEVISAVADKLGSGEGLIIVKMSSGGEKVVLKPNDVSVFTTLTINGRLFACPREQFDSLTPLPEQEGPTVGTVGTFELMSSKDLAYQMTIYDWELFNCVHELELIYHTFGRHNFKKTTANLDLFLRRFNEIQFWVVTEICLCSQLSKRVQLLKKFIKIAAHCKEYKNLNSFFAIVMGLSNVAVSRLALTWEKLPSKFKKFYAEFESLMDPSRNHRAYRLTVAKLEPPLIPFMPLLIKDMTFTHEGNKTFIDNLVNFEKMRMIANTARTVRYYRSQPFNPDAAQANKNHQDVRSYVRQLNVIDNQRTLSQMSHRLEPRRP
A549 viability: Nrf2 qHTS screen for inhibitors: counterscreen for cytotoxicity; A549 ARE-Fluc cells, CellTiter-Fluor viability, 18-24 h; Potency, µM (series often up to 46 µM), for the others: at the top dose activity change, negative = cytotoxicity, hits mostly inhibitors; hit rate 0.16% among 390,000; further: on the % scale 0 is the no-effect control and ±100 the full control effect
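A549 ARE-Fluc cells in 5% FBS OPTI-MEM, 5000 cells/well, rested 2 h then exposed to compounds in concentration-response for 18-24 h at 37 °C. Viability by CellTiter-Fluor fluorescence (Ex 405/Em 525) after 30 min; luciferase luminescence (BugLite, 15 min, RT) read afterwards.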
Nrf2 block: Nrf2 qHTS screen for inhibitors; AID 504444, 2011; Potency, µM (titrated, usually from 46 µM), for the others: at the top dose activity change, negative = inhibition, most hits filed as inhibitors; A549 ARE-Fluc reporter, luciferase luminescence, 18-24 h; hit rate 2.1% among 360,000; further: on the % scale 0 is the no-effect control and ±100 the full control effect; nearly all actives have a fitted effect of over 60% in size
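A549 ARE_Fluc cells (5000/well, 5% FBS OPTI-MEM) pre-incubated 2 h, then treated with compounds 18-24 h at 37C/5% CO2 in concentration-response. CellTiter-Fluor viability read first; BugLite luciferase luminescence after 15 min at room temperature gives Nrf2 activity.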
* marks the source's active call; other numbers are inactive results; i = inactive; ? = inconclusive; nt = no result given; & = joins results of further samples; [ ] = dose if it differs, or a comment. The call rests on the fitted dose curve; in most records, active means well fitted curve in the direction sought with a large enough effect; inconclusive means small, poorly fitted or top-dose-only effect, or another doubt; inactive means no such curve, though single readings can be large; an effect the other way counts as inactive or inconclusive. Potency means the concentration at half of the fitted maximal effect.

SMILES	MCF10A rerep	Nrf2 ARE act	TGFb SMAD3 inh	HepG2 tox	ATXN2 expr inh	S2 tox	EPAC2 antag	A549 viability	Nrf2 block
COc1ccc(N(C(=O)CNC(=O)c2ccco2)C(C(=O)NCC2CCCO2)c2ccccc2)c(OC)c1 (configuration not stated)	-0.7%	0.2%	-3.6%	-9.2%	3.5%	i	-4.2%	-1.7%	-4.1%
COC(=O)/C(=C\c1c(OC)cc(OC)cc1OC)C(=O)c1ccc2c(c1)OCO2	?	7.5%	-11.4%&-11.7%	-4.7%&6.7%	-7.7%	i	-2.1%	-9.2%&-1.2%	-21.1%&18.3%
CCOC(=O)c1cc(C(C)C)sc1NC(=O)COC(=O)c1nccnc1N	4.1%	4.6%	?	-6.4%	-5.0%	i	11.8%	?	?
COc1ccc(CSc2n[nH]c(=O)[nH]c2=O)cc1	nt	0.6%	-1.1%	-11.1%	nt	i	7.8%	nt	nt
CSc1nnc(CSCc2ccc(Cl)cc2Cl)n1-c1ccccc1	11.2µM*	-0.7%	?	-2.0%	-30.1%	?	-9.4%	0.5%	nt
O=C(N/N=C/c1ccc2c(c1)OCO2)c1ccc(NS(=O)(=O)c2cccs2)cc1	10.0%	-0.4%	-7.0%	-22.4%	23.6%	i	-4.3%	-2.9%	6.7%
O=C(CN1C(=O)NC2(CCCCCC2)C1=O)Nc1ccc(Cl)c([N+](=O)[O-])c1	3.6%	1.0%	-3.2%	-18.3%	nt	i	-4.6%	14.9%	-28.0%
CCN1CCN(S(=O)(=O)c2ccc(Cl)c(C(=O)NC3CC3)c2)CC1	-0.5%	0.0%	15.3%	4.4%	3.7%	?	8.8%	2.1%	2.6%
O=C(O)c1c(-c2ccccc2)oc2ccc(OCc3c(F)cccc3Cl)cc12	nt	-0.3%	?	-26.3%	nt	nt	nt	1.3%	-12.5%
CCCCNS(=O)(=O)c1ccc2nc(SCC(=O)Nc3cccc(F)c3)[nH]c2c1	19.1%	3.2%	0.0%	-4.6%	-2.6%	i	-13.7%	-2.1%	-19.4%
CNC(=O)C(=O)Nc1cc2c3c(c1)C(C)C(=O)N3CCC2 (configuration not stated)	0.3%	-0.7%	1.1%	-0.1%	nt	i	-5.0%	8.0%	3.9%
COc1ccc2[nH]cc(CCNC(=O)CCC3CCCCC3)c2c1	7.6%	-0.6%	-2.4%	-12.8%	nt	i	-16.4%	-1.3%	?
CC(=O)c1cccc(NS(=O)(=O)c2ccc3c(c2)oc(=O)n3C)c1	1.3%	2.7%	14.6%	-26.4%	-13.2%	i	17.2%	-16.0%	7.5%
CCCCCCN[C@H]1CCC2C3CC=C4C[C@@H](O)CC[C@]4(C)C3CC[C@@]21C (some centres not stated)	?	0.1%	1.7%	-9.5%	-15.4%	i	2.6%	7.9%	25.4%
Cc1ccc(S(=O)(=O)c2cc3c(=O)n4ccccc4nc3n(Cc3ccco3)c2=N)cc1C	?	-0.6%	-10.0%	-10.1%	-28.1%	i	?	-1.6%	-16.7%
CCOC(=O)Cc1csc(NC(=O)CSc2nnc(-c3ccc(NS(=O)(=O)CC)cc3)o2)n1	19.3%	-0.2%	-9.4%	-3.3%	7.0%	i	-0.8%	-8.5%	3.4%
COc1ccc(-c2nnc(SCC(=O)NC(C)c3ccccc3)o2)cc1OC (configuration not stated)	?	0.5%	15.8%	3.6%	-1.9%	i	0.3%[57.1 µM]	-8.0%	-28.7%
CS(=O)(=O)c1ccc(C(=O)NCc2ccc(F)cc2)cc1	-2.4%	0.3%	-5.8%	6.4%	8.6%	i	1.4%	-3.5%	-3.2%
O=C(c1ccccc1C(=O)N1CCN(c2ccccc2)CC1)N1CCN(c2ccccc2)CC1	0.9%	2.4%	-7.0%	6.1%	0.1%	i	23.0%	-3.2%	17.8%
Cc1ccc(S(=O)(=O)N2CCCC(CCC(=O)NCc3ccccc3F)C2)s1 (configuration not stated)	-5.5%	3.4%	-3.8%	-9.7%	-29.2%	nt	-3.3%	-2.5%	-22.0%
CCN1CCC(NC(=O)Nc2ccccc2C(=O)OC)CC1	-2.4%	-0.4%	0.1%	-17.3%	nt	i	7.0%[57.1 µM]	?	7.8%
Cc1cc(C)n(-c2ncc(C#N)cn2)n1	-0.3%	-0.8%	?	4.5%	?	i	4.3%	-3.5%	1.0%
O=C(N1CCOCCOc2ccccc2OCCOCC1)C(F)(F)F	-0.9%	-0.3%	0.8%	-4.8%	1.2%	i	0.3%	-5.0%	-5.4%
COc1ccccc1/C=N\NC(=O)c1ccc(COc2ccc(C)c(C)c2)o1	?	3.6%	8.5%	1.0%	15.9%	i	-13.6%	3.3%	?
COc1ccc(NC(=O)CS(=O)CC(=O)N2CCN(C3CCCC3)CC2)cc1 (configuration not stated)	19.4%	0.1%	-11.5%	-5.1%	30.3%	i	-29.6%	0.3%	-9.9%

By substructure, those above containing a thiophene ring, fused or not
SMILES	MCF10A rerep	Nrf2 ARE act	TGFb SMAD3 inh	HepG2 tox	ATXN2 expr inh	S2 tox	EPAC2 antag	A549 viability	Nrf2 block
CCOC(=O)c1cc(C(C)C)sc1NC(=O)COC(=O)c1nccnc1N	4.1%	4.6%	?	-6.4%	-5.0%	i	11.8%	?	?
O=C(N/N=C/c1ccc2c(c1)OCO2)c1ccc(NS(=O)(=O)c2cccs2)cc1	10.0%	-0.4%	-7.0%	-22.4%	23.6%	i	-4.3%	-2.9%	6.7%
Cc1ccc(S(=O)(=O)N2CCCC(CCC(=O)NCc3ccccc3F)C2)s1 (configuration not stated)	-5.5%	3.4%	-3.8%	-9.7%	-29.2%	nt	-3.3%	-2.5%	-22.0%

Other structures.
SMILES	MCF10A rerep	Nrf2 ARE act	TGFb SMAD3 inh	HepG2 tox	ATXN2 expr inh	S2 tox	EPAC2 antag	A549 viability	Nrf2 block
COc1ccccc1C1=Nn2c(nc3sc(C(=O)Nc4ccccc4Cl)c(C)c3c2=O)SC1	nt	0.4%	0.1%	-29.9%	nt	nt	nt	-5.4%	?
CCc1cc2cccc(C)c2nc1SCC(=O)c1ccc(NC(C)=O)cc1	4.0%	6.3%	-0.4%	-11.0%	-13.2%	i	-11.7%	16.7%	-6.5%
Cn1c(SCC2CCCO2)nnc1-c1ccncc1 (configuration not stated)	31.9%	-0.6%	-17.0%	3.7%	0.9%	i	-0.4%	12.0%	nt
Cc1cc(NC(=O)COC(=O)c2ccc([N+](=O)[O-])cc2Cl)no1	-6.2%	-0.2%	1.0%	-6.6%	-9.6%	i	9.8%	6.2%	3.5%
CCOC(=O)N1CCC(N2CCCC(C(=O)c3cc(C)c(OC)c(C)c3)C2)CC1 (configuration not stated)	5.9%	-0.7%	-1.5%	-9.9%	-10.5%	i	2.4%	-6.1%	-22.4%
O=C(Nc1cccc(S(=O)(=O)C(F)(F)F)c1)[C@H]1C[C@H](O)[C@@H](CO)O1	nt	-0.1%	-11.6%	-4.2%	12.9%	i	-12.3%	nt	nt
CCOc1cc(C(=O)Nc2ccccc2F)cc(Br)c1OCC	28.7%	4.7%	-7.6%	4.2%	-20.0%	i	-24.8%	0.7%	?
O=[N+]([O-])c1cc(Cl)ccc1Oc1ccc(-c2nnco2)cc1	-0.1%	-0.5%	?	2.1%	-9.7%	i	3.1%	0.2%	3.4%
O=C(Nc1ccc(Cl)c(Cl)c1)Nc1nccs1	13µM*	7.3%	?	11.2µM*	nt	?	8.6%	-0.8%	?
COc1cc2[nH]c(=O)n(CCC(=O)N3CCN(c4ccc(Cl)cc4)CC3)c(=O)c2cc1OC	nt	-0.8%	1.9%	1.9%	-6.5%	i	nt	4.9%	5.1%[9.27 µM]
Cc1ccc(S(=O)(=O)N(C)C)cc1NC(=O)c1c(-c2c(F)cccc2Cl)noc1C	-0.7%	-0.9%	-2.0%	-44.6%	-7.1%	i	2.3%	10.8%	4.3%
COc1ccc(-c2noc(N3CCN(c4ccc(Cl)cc4)CC3)n2)cc1OC	nt	-0.4%	-2.8%	4.3%	-12.6%	i	nt	1.0%	?
COc1ccc2cc(/C=N/O)c(Cl)nc2c1	0.3%	3.7%	1.4%	-7.0%	1.7%	i	-0.2%	-5.0%	2.7%
Cc1ccc2nc(COc3cccc(NC(=O)Nc4ccc(C)c(Cl)c4)c3)cc(=O)n2c1	nt	2.7%	79.4%[activator]	7.4%	nt	nt	nt	5.5%	nt
COc1ccccc1NS(=O)(=O)c1ccc(Cl)c(NC(=O)c2sc3cc(Cl)ccc3c2Cl)c1	-0.1%	-0.2%	0.0%	-5.3%	-16.2%	i	3.5%	6.6%	4.4%
CCN(CC)c1ccc(NS(=O)(=O)c2ccc(OC)cc2)cc1	-18.1%	0.2%	-2.0%	-0.9%	-9.0%	i	2.0%	0.3%	?
CCCn1c(SCC(=O)Nc2c(C)cccc2CC)nnc1C(C)C	-5.2%	-0.4%	-37.4%	3.1%	3.6%	i	16.0%	-4.7%	-0.1%
Cc1cc(OCCN2CCOCC2)ccc1Cl	14.6%	6.6%	-20.5%	-0.6%	nt	i	-6.3%	14.2%	?
CCCNC(=O)NC(=O)CSc1nc(C)cs1	-19.2%	0.4%	-5.8%	0.0%	0.5%	i	1.8%	-1.1%	-13.4%
O=C(Nc1cccc(C(F)(F)F)c1)c1ccccc1NC(=O)C1CCCCC1	2.2%	-0.2%	-10.4%	-0.3%	-14.7%	i	-8.5%	1.7%	-16.9%
O=C1CSC(c2cccnc2)N1c1ccc(Cl)cc1 (configuration not stated)	-2.7%	-0.1%	-4.0%	-1.7%	-4.2%	i	8.5%	10.0%	3.4%
COc1ccc(CN2CCNC(=O)C2CC(=O)NC2CCCCCCC2)cc1OC (configuration not stated)	13.3%	-0.1%	11.0%	-2.3%	-5.3%	i	7.2%	0.4%	8.1%
COC(=O)C1(C)COP(=O)(Nc2ccc(OC)cc2)OC1 (configuration not stated)	nt	-0.6%	3.0%	16.5%	2.4%	i	5.3%	nt	nt
CN(CC(=O)Nc1ccc(OC(F)(F)F)cc1)S(=O)(=O)c1cnc[nH]1	26.6%	3.5%	-1.7%	-0.8%	8.6%	i	2.5%	1.7%	12.0%

A portion of the library; rates above refer to the full screens.
